CR mimetic SO – caloric restriction mimetics inhibiting age-related superoxide in yeast; S. cerevisiae aged cells, superoxide DHE fluorescence; active compounds read low; superoxide response (% of plate mean), % at 10 µM; actives 0.18% (n = 330,000); AID 2690;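 active = superoxide response under a set limit, about three screen SD below normal, cut at about 65% in these data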;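 note: yeast aged for seven days with compound at 30 °C before DHE staining; 100% = average MFI of all compound-treated wells on the plate with controls excluded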
Fh CTSL1 inh – counter-screen for PFM18AAP inhibitors: inhibitors of F. hepatica cathepsin L1. AID 1906. recombinant F. hepatica cathepsin L1, Z-Leu-Arg-MCA fluorescence. inhibition, % at 5.96 µM. actives 0.49% (n = 300,000);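 active = inhibition above the mean of all tested compounds plus 3 SD, set per screening campaign, cut at about 17% in these data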;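 note: 0% = plate median of test compound wells and 100% = 1 µM Z-Phe-Ala-diazomethylketone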
ZTA DNA inh – counter-screen for EBNA-1 inhibitors: inhibitors of Epstein-Barr virus ZTA | inhibition, % at 11 µM | actives 0.15% (n = 320,000) | AID 2234 | ZTA-DNA binding, fluorescence polarization; in the data active = inhibition above about 33%
Target sequence (P03206 whole entry, looked up): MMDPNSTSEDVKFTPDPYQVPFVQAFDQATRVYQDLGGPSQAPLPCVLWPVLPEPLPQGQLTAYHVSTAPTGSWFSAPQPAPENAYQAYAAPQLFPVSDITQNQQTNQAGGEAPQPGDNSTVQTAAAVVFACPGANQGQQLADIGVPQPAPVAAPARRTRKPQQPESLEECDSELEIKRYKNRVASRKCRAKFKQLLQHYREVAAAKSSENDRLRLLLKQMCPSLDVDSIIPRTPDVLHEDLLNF
PP5 primary – blocks human protein phosphatase 5 activity; P53041; purified PP5c, OMFP substrate fluorescence; inhibition, % at 6.7 µM; actives 0.18% (n = 320,000); AID 1987;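 active = inhibition above the campaign's mean inhibition across all tested compounds plus 3 SD, cut at about 9.5% in these data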;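 note: 0% = DMSO only and 100% = 100 µM cantharidin control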
HCV core dimer – HCV core protein dimerization inhibition | inhibition, % at 5 µM | TR-FRET GST/Flag-core106 dimerization, 1536-well | actives 0.33% (n = 300,000);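 active = inhibition above the mean of all tested compounds plus 3 SD, set per screening campaign, cut at about 45% in these data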
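Test system: GST/Flag-tagged HCV core106 proteins; Medium: KF-containing HEPES buffer, pH 7.45, DTT, CHAPS, BSA; Times: compound-protein-antibody incubation 4 h at 22.5 °C; Detection: TR-FRET 671 and 617 nm emission; Benchmarks: wells lacking GST-core106 and wells with excess unlabelled core106.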
PP1 counter – blocks human PP1-alpha phosphatase, a PP5 counter-screen. P62136. purified PP1alpha, OMFP fluorescence. inhibition, % at 6.7 µM. actives 0.9% (n = 320,000);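 active = inhibition above the mean inhibition of all tested compounds plus 3 SD, computed separately for each screening campaign, cut at about 15% in these data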
Target sequence (P62136 whole entry, looked up): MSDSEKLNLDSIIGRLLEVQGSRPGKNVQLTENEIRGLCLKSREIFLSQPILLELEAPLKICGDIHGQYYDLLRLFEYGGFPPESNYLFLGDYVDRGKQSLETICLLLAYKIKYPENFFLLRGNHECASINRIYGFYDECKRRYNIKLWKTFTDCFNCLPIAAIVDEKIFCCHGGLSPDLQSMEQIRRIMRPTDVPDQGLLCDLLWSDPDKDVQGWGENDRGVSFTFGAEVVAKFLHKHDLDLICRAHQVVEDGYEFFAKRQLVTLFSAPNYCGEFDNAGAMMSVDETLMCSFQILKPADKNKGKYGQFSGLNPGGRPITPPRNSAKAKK
EBNA-1 inh – blocks EBNA-1 binding to DNA | EBNA-1 DNA binding, fluorescence polarization | actives 0.34% (n = 300,000) | inhibition, % at 14.8 µM; in the data active = inhibition above about 28%
GASC-1 inh – inhibitors of human GASC-1 (JMJD2C) demethylase | GST-JMJD2C(1-420) H3K9me3 demethylation, DELFIA europium | inhibition, % at 2.35 µM | actives 0.069% (n = 330,000);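 active = more than half of a compound's replicate wells show inhibition beyond 50%, single wells judged on their own value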;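 note: signal counts dimethyl H3K9 product captured on neutravidin plate; 0% = median of DMSO wells and 100% = 0.3 times that DMSO median; strong numbers were not always called active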
Target sequence (Q9H3R0 1-420 limits assumed): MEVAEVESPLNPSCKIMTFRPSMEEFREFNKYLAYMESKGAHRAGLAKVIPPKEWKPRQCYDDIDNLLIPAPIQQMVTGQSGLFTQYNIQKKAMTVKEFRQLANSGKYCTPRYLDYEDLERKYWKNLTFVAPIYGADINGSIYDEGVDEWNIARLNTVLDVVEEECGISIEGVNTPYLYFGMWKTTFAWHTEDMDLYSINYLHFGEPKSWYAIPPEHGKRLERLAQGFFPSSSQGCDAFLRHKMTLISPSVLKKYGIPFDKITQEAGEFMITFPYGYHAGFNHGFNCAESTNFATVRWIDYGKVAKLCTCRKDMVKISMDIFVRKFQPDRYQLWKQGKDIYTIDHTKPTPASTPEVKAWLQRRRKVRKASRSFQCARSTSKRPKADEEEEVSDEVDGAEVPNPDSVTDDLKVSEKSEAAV
TPT1 inh – C. albicans TPT1 enzyme inhibition | recombinant caTPT1, FP RNA substrate dephosphorylation | inhibition, % at 5 µM | actives 0.81% (n = 300,000) | AID 1962;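 active = inhibition above the mean of all tested compounds plus 3 SD, set per screening campaign, cut at about 24% in these data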;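 note: plate controls were DMSO alone for no effect and ferristatin control at 100 nM for full effect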
Active calls of the source: *; x = not tested or not shown; & = joins results of further samples.

Structure	CR mimetic SO	Fh CTSL1 inh	ZTA DNA inh	PP5 primary	HCV core dimer	PP1 counter	EBNA-1 inh	GASC-1 inh	TPT1 inh
CCCc1cc(=O)n2nc(N3CCC(C(=O)N4CCN(c5cccc(OC)c5)CC4)CC3)sc2n1	78	0	9	-1.6	-12	0	2	5	-5
CCN(CC)S(=O)(=O)c1cccc(C(=O)Nc2nc3cc4c(cc3s2)OCCO4)c1	133	4	-5	4.5	7	0	10	6	-2
Cc1c(C(=O)N2CCN(c3ccc([N+](=O)[O-])cc3)CC2)oc2ccccc12	100	x	12	1.1	x	14	x	x	x
COc1cc2[nH]c(=S)nc(Nc3ccc(NC(C)=O)cc3)c2cc1OC	90	2	7	0.3	9	3	6	-5	-2
CCCCn1c(CCCNC(=O)CC)nc2ccccc21	86	-3	7	-0.3	-6	2	-4	16	0
CCOC(=O)c1[nH]c2ccccc2c1NC(=O)c1ccc2c(c1)OCO2	100	-2	3	2.1	2	-4	32*	-4	0
O=C(OCc1ccc([N+](=O)[O-])cc1)c1cnc(Cl)c(Cl)c1	90	2	2	0.5	-1	3	5	-9	-4
O=c1cc(CSc2nnnn2-c2ccccc2)nc2sccn12	96	1	-3	-0.4	4	-4	8	3	-5
CCOC(=O)c1cc2c(=O)n3ccccc3nc2n(CCCOC)c1=NC(=O)c1ccncc1	99	5	-8	-2.2	-4	4	5	1	-2
O=C1c2ccccc2C(=O)N1CCc1csc(-c2cccc(Cl)c2)n1	100	0	-1	0.8	4	5	9	0	-3
CSc1ccc(CNC(=O)C2Cc3cc(S(=O)(=O)N4CCCCC4)ccc3N2C(C)=O)cc1 (configuration not stated)	106	-1	3	3.0	8	-3	9	-6	-4
O=c1oc2ccccc2cc1-c1csc(NN=C2CCCC2)n1	91	1	1	1.2	1	-3	-12	-1	1
Cc1ccc(C(=O)Nc2ccc(C(=O)/C=C/c3cccs3)cc2)cc1	97	-2	-3	3.0	5	11	17	-5	-4
NS(=O)(=O)c1ccc(NC(=O)/C=C/c2ccccc2Cl)cc1	92	-1	8	3.8	-2	-1	3	-10	-1
Cc1ccc(CNc2ncc(-c3ccccc3)n2C)o1	109	-3	-21	0.4	-5	5	-8	-4	-5
CN1CCN(S(=O)(=O)c2ccc(Sc3nnc(-c4cccs4)n3-c3ccccc3)nc2)CC1	102	2	15	0.3	10	-3	7	-10&-12	34*
O=C(N/N=C/c1ccc(O)cc1)c1cc[n+](Cc2ccccc2)cc1	102	4	2	-3.2	5	-4	4	2	5
COc1ccccc1NC(=O)c1nn(-c2ccc(OC(F)(F)F)cc2)ccc1=O	91	1	17	0.1	4	-1	16	-5	-3
COC(=O)COc1ccc(/C=N/NS(=O)(=O)c2ccccc2)cc1	103	-1	-17	5.2	-13	-6	-4	-18	-1
O=C(NCCCN1CCOCC1)c1c(F)c(F)c(F)c(F)c1F	80	1	-3	1.7	0	-1	12	4	4
Cc1cccn2c(=O)c3cc(C(=O)N4CCN(Cc5ccccc5)CC4)sc3nc12	110	x	9	-1.6	x	-3	x	0	x
CC1CN(Cc2ccccc2)c2nc3c(c(=O)n(CC(=O)O)c(=O)n3C)n2C1 (configuration not stated)	104	5	-11	1.3	2	-1	-2	-17	-2
O=C(CN1C(=O)CCSc2ccc(S(=O)(=O)N3CCCC3)cc21)NCc1ccccc1Cl	90	-3	-2	-0.7	1	-3	5	-2	2
Cc1cc(C)cc(NC(=O)CCn2c(=S)[nH]c3ccccc3c2=O)c1	107	4	18	0.0	13	-2	13	7	2
Cc1cc(N2CCCCC2)nc2ccc(NC(=O)CCC(=O)NCCC(C)C)cc12	100	5	8	0.3	1	0	4	8	-5
COC(c1ccccc1)c1nnc(CCC(=O)N2CCN(CCOc3ccccc3)CC2)o1 (configuration not stated)	104	-6	-16	2.9	6	0	-22	-1	-1
Cc1ccc(C2CCN(C(=S)NC(C)(C)C)C2)cc1 (configuration not stated)	83	-1	-7	0.8	-1	1	-11	-11	1
c1csc(-c2nnc(N3CCOCC3)c3ccccc23)c1	94	3	7	1.9	-3	0	5	-1	-4
CCOC(=O)C1CCCN(C(=O)c2cccc(NC(=O)C(CC)CC)c2)C1 (configuration not stated)	99	1	-16	-1.1	1	-3	-8	-2	5
CC1Cc2ccccc2N1C(=O)C1CCCCN1S(=O)(=O)c1ccccc1 (configuration not stated)	113	1	-5	4.8	8	4	-8	-4	-3
Cc1ccc(C(=O)N/C(=C\c2ccc(F)cc2)C(=O)NCc2ccncc2)cc1	117	1	1	3.2	-6	3	2	-4	-1
CC(Oc1ccccc1F)C(=O)NN (configuration not stated)	110	-5	-3	2.8	-2	0	3	-1	-3
CC(C)c1nnc(NC(=O)CCC(=O)N2CCN(C3c4ccccc4-c4ccccc43)CC2)s1	102	2	-1	-0.5	-2	1	6	4	-1
NC(=O)c1cc(-c2ccccc2)nc(Oc2ccccc2)n1	88	2	-14	2.2	-6	5	13	-33	-1
CCOC(=S)SCC(=O)N1CCc2cc(OC)c(OC)cc2C1C1C(=O)CC(C)(C)CC1=O (configuration not stated)	93	-9	-19	1.8	2	-3	-1	-1	2
CCCSc1cc(=O)n(-c2ccccc2)nc1C(=O)O	93	-4	-5	3.3	-8	-5	-13	6	1
O=C(Cn1cnc2c(oc3ccccc32)c1=O)NCc1ccccc1	89	-1	7	-1.7	10	1	4	-2	2
CCOC(=O)/C=C/c1ccc(C(F)(F)F)cc1S(=O)(=O)NC(C)(C)C	107	0	0	5.6	-3	0	0	1	0
Cc1ccc2nc3c(cc2c1)c(NC(=O)C(C)(C)C)nn3CC(C)C	95	-1	5	3.0	-1	5	-10	0	-4
CCC(=O)Nc1ccc(S(=O)(=O)N2CCC(c3nc4ccccc4[nH]3)CC2)cc1	81	-4	4	0.0	0	0	7	-25	2

In the list so far, these have a CF3 group:
Structure	CR mimetic SO	Fh CTSL1 inh	ZTA DNA inh	PP5 primary	HCV core dimer	PP1 counter	EBNA-1 inh	GASC-1 inh	TPT1 inh
COc1ccccc1NC(=O)c1nn(-c2ccc(OC(F)(F)F)cc2)ccc1=O	91	1	17	0.1	4	-1	16	-5	-3
CCOC(=O)/C=C/c1ccc(C(F)(F)F)cc1S(=O)(=O)NC(C)(C)C	107	0	0	5.6	-3	0	0	1	0

Further structures
Structure	CR mimetic SO	Fh CTSL1 inh	ZTA DNA inh	PP5 primary	HCV core dimer	PP1 counter	EBNA-1 inh	GASC-1 inh	TPT1 inh
CCN(CC)CCNC(=O)c1ccc(NC(=O)Cc2ccsc2)cc1	88	2	-2	0.5	-11	-1	3	0	-3
C=CCn1c(CNC(=O)c2ccco2)nnc1SCC(=O)Nc1cccc(F)c1	89	1	3	-1.1	2	-3	6	4	-1
O=C(NCc1ccccc1Cl)C1CCCO1 (configuration not stated)	108	-2	-7	-0.5	2	0	-4	0	0
CCc1ccccc1NC(=O)CCOc1ccccc1	86	1	-1	-2.2	1	0	9	-13	-1
CCOC(=O)C(C(=O)OCC)C1CS(=O)(=O)CC1C(C(=O)OCC)C(=O)OCC (configuration not stated)	100	-2	7	0.7	-1	-2	-11	14	1
CC(NC(=O)C(=O)N1CCCCC1)C(c1cccs1)N1CCN(c2ccc(F)cc2)CC1 (configuration not stated)	97	2	1	2.7	-2	-2	-10	-3	-1
c1csc(C(c2nnnn2C2CCCC2)N2CCOCC2)c1 (configuration not stated)	91	-3	-1	0.6	0	-3	-1	-9	1
O=C(c1cccc(NS(=O)(=O)c2ccc(F)c(F)c2)c1)N1CCN(Cc2ccccc2)CC1	107	-1	2	2.0	5	1	-10	4	-4
COc1ccc(NC(=O)C2C3CCC(C3)C2C(=O)O)cc1OC (configuration not stated)	102	0	1	4.0	4	1	3	-3	3
O=C(CCCCO)CCCCCCCC[C@H]1N[C@H](CO)[C@H](O)[C@@H]1O[C@@H]1O[C@H](CO)[C@@H](O)[C@H](O)[C@H]1O	x	2	-11	3.0	-5	3	-7	-4	0
COc1ccc(C(O)c2nc3ccccc3s2)cc1 (configuration not stated)	110	-3	29	4.7	-15	-3	2	5	4
CCO[C@@H]1OC(C(=O)N2CCN(Cc3ccc4c(c3)OCO4)CC2)=C[C@H](c2ccc3c(c2)OCO3)[C@H]1CCCO	93	0	-1	1.6	-5	2	16	-5	-5
O=C(Cn1nc(Cc2ccncc2)c2ccccc2c1=O)Nc1cccnc1Cl	108	1	1	-2.4	-2	-3	15	-10	1
N/C(=N\OC(=O)Cc1ccc(-c2ccccc2)cc1)c1cccc([N+](=O)[O-])c1	101	5	10	0.9	-4	1	8	-13	-3
CCn1c(SCC(=O)Nc2cc(C)on2)nc2c(c1=O)SCC2	93	0	4	-0.4	3	-4	8	5	2
CCOC(=O)C1Sc2ccccc2NC1=O (configuration not stated)	77	-4	6	-0.1	4	-3	-11	-10	-3
COc1ccc(-c2csc(NC(=O)C3CSC4(C)CCC(=O)N34)n2)c(OC)c1 (configuration not stated)	101	2	-8	1.7	2	2	-1	5	0
Cn1c(SCC(=O)NCc2ccc(F)cc2)nc2c([nH]c3ccccc32)c1=O	109	0	-12	2.6	-2	9	-11	-3	-5
CC(c1ccon1)N(C)Cc1cn[nH]c1-c1ccc(F)cc1F (configuration not stated)	106	1	-4	-0.1	-3	-5	-18	9	-3
CCC(=O)Nc1nc2ccc(NC(=O)c3cc(OC)c(OC)c(OC)c3)cc2s1	91	-3	-5	2.1	-2	0	7	-28	3

Records listed so far printed as active in EBNA-1 inh:
SMILES | PP5 primary | HCV core dimer | EBNA-1 inh | GASC-1 inh | TPT1 inh
CCOC(=O)c1[nH]c2ccccc2c1NC(=O)c1ccc2c(c1)OCO2 | 2.1 | 2 | 32* | -4 | 0

(list continues)
Structure	CR mimetic SO	Fh CTSL1 inh	ZTA DNA inh	PP5 primary	HCV core dimer	PP1 counter	EBNA-1 inh	GASC-1 inh	TPT1 inh
COc1ccc(CN2C(=O)CS/C2=N/N=C/c2cccs2)cc1	81	2	-9	4.7	-5	-4	9	-2	3
CCOc1ccccc1NC(=O)CCCn1cc([N+](=O)[O-])cn1	115	0	-31	-0.1	-2	-1	0	-18	-3
O=c1cc(CN2CCN(Cc3ccc(F)cc3)C(CCO)C2)[nH]c2ccccc12 (configuration not stated)	96	5	-5	0.4	-1	-1	-4	15	0
CCN(CC)c1ccc(NC(=O)c2ccc(Br)o2)cc1	96	1	-5	4.3	-24	-3	-6	4	-4
Cc1ccccc1OCCn1cnc2cc([N+](=O)[O-])ccc2c1=O	80	1	4	-0.1	6	3	5	0	8
CCC(SC1=NCCS1)C(=O)Nc1ccc(S(N)(=O)=O)cc1 (configuration not stated)	87	4	15	-2.5	3	-2	5	8	1
CCOC(=O)CN(C)C(=O)C1CCCN1C(=O)OC(C)(C)C (configuration not stated)	103	-2	-2	2.5	8	-4	7	11	-2
CCN(C(=O)CSc1nnc(-c2ccncc2)n1-c1ccccc1)C1CCS(=O)(=O)C1 (configuration not stated)	107	-3	-5	2.9	-1	-5	-2	-5	0
CCOc1ccccc1OCCC(=O)N1CCN(S(=O)(=O)c2ccccc2[N+](=O)[O-])CC1	94	x	1	0.3	x	0	x	2	x
COc1cc(OC)c(NC(=O)c2csc(C)c2)cc1Cl	106	0	12	2.3	-4	-2	3	8	4
O=C(NCC1CCCO1)c1cc(-c2ccncc2)nc2ccc(S(=O)(=O)N3CCOCC3)cc12 (configuration not stated)	106	0	7	3.6	-3	2	1	-7&6	-5
O=C(O)C1C2C=CC(O2)C1C(=O)NCc1ccc(Cl)cc1 (configuration not stated)	83	2	1	-0.3	-4	1	0	2	-6

Assay outcomes from PubChem.
